# LmPK inh = blocks Leishmania mexicana pyruvate kinase activity | Potency, µM (doses to about 57.5 µM), without a hit: top-dose activity change, negative = inhibition, most hits filed as inhibitors | 290,000 compounds, 0.37% hits | AID 1721 | purified LmPK, Kinase-Glo ATP luminescence, 1 h | Q27686; also: potency is read from the fitted curve at half-maximal effect; % is scaled to controls: 0 for no effect and ±100 for the full control effect
# Target sequence (Q27686 whole entry, looked up): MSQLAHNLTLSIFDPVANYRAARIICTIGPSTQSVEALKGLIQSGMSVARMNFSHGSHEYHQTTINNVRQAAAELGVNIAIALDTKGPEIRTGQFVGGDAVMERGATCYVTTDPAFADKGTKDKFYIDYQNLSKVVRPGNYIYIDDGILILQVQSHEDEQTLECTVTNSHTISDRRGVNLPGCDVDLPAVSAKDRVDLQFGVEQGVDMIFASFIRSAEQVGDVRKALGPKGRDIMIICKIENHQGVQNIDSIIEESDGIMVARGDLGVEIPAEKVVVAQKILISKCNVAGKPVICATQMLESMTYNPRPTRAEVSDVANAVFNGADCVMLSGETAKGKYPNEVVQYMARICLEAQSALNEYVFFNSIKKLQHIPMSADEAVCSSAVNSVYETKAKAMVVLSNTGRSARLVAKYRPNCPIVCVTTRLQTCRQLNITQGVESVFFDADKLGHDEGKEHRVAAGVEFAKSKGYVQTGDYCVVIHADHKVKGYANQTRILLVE
#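 0.1 nM LmPK, 0.5 mM PEP, 0.1 mM ADP; 50 mM imidazole pH 7.2, 7 mM MgCl2, 50 mM KCl; 1 h RT. Kinase-Glo luminescence readout, normalized to no-enzyme (full inhibition) and uninhibited wells.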
# Shiga inhibitor = Shiga toxin inhibition; Vero cells, Shiga toxin protein synthesis inhibition reporter; inhibition, % at 38.7 µM; 290,000 compounds, 9.2% hits; in the data active = inhibition mostly above about 28%, no sharp cut-off; inactive = mostly below about 43%; also: 0% is about no effect
# Tb PYK inh = inhibitors of Trypanosoma brucei pyruvate kinase | Q57TT1 | TbPYK enzyme, Kinase-Glo Plus ATP luminescence, 45 min | Potency, µM (highest dose often 76.8 µM), for inactives: at the highest dose activity, negative = inhibition, actives largely listed as inhibitors | 410,000 compounds, 0.12% hits | AID 624173; also: potency is read from the fitted curve at half-maximal effect; % is scaled to controls: 0 for no effect and ±100 for the full control effect; nearly all actives have a fitted effect of over 50% in size
#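 In this concentration-response screen, enzyme-free wells defined baseline while DMSO plates tracked drift. Each reaction combined TbPYK, substrate, compound and 130 uM ADP for 45 min at room temperature. Kinase-Glo Plus luminescence gave the signal.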
# AMA1 RON2 block = AMA1-RON2 (P. falciparum) interaction inhibition; 360,000 compounds, 0.2% hits; Potency, µM (top dose mostly 58.2 µM), inactives show at the top dose activity change, negative = inhibition, actives largely listed as inhibitors; AID 720542; AlphaScreen AMA1-biotinylated RON2 peptide binding;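 also: potency is read from the fitted curve at half-maximal effect; 0% = vehicle wells and -100% = peptide control; nearly all actives have a fitted effect of over 45% in size; some results filed as inactive show a strong effect at the top dose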
#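 AMA1 (3D7) with his tag at 25 nM final met compounds first, then biotinylated RON2 peptide at 25 nM; detection used donor plus acceptor beads, 10 µg/mL apiece, read by AlphaScreen after 30 min at room temperature.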
# Cycloheximide cs = counter-screen for Shiga toxin inhibitors: cycloheximide protein synthesis inhibition; cell reporter, cycloheximide protein synthesis inhibition counterscreen; max response, %; 300,000 compounds, 12% hits; in the data active = max response mostly above about 13%, no sharp cut-off; inactive = mostly below about 14%; also: read at 38.3 µM for the half of the compounds with a filed dose; 0% is about no effect
# Pf growth 48h = inhibits P. falciparum growth in the first generation, 48 h | P. falciparum luciferase growth in erythrocytes, 48 h | AID 504832 | 310,000 compounds, 5.9% hits | Potency, µM (titrated, usually from 28.7 µM), for inactives: at the highest dose activity change, negative = inhibition, most hits filed as inhibitors; also: potency is read from the fitted curve at half-maximal effect; % is scaled to controls: 0 for no effect and ±100 for the full control effect
#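 Parasite viability was followed by luminescence of a genomically integrated firefly luciferase. Cultures held 0.1% parasitemia at 2% hematocrit (final), incubated under 5% CO2 at 37 C.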
# Pf growth 96h = inhibits malaria parasite growth, 96 h | P. falciparum luciferase reporter growth, 96 h | Potency, µM (highest dose often 28.7 µM), for the others: at the highest dose activity change, negative = inhibition, usual class: inhibitors | 320,000 compounds, 6.9% hits; also: potency is read from the fitted curve at half-maximal effect; % is scaled to controls: 0 for no effect and ±100 for the full control effect
#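 Luminescence readout: decreased luciferase signal marks inhibited growth of reporter-expressing P. falciparum in infected red cells (2% hematocrit, 0.05% parasitemia final), exposed to compound two generations (96 h, 37 C, 5% CO2).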
# * hit, by the source's call; ? = inconclusive; · = no result given; [ ] = remark or other dose. Unless noted, calls follow the shape of the dose curve; as a rule, active = well fitted curve in the direction sought with a large enough effect; inconclusive = small, poorly fitted or top-dose-only effect, or another doubt; inactive = no such curve, though single readings can be large; an effect the other way counts as inactive or inconclusive.
# Preview (five entries):
SMILES,LmPK inh,Shiga inhibitor,Tb PYK inh,AMA1 RON2 block,Cycloheximide cs,Pf growth 48h,Pf growth 96h
COCCNc1ccc(-c2nn(C)c(=O)c3ccccc23)cc1[N+](=O)[O-],-3%,29,5%,-4%,5,1%,9%
CSc1ccc(CNCCN2CCOCC2)cc1,-5%,-11,-7%,-4%,-6,-2%,-19%
O=C(N/N=C/c1ccccc1O)C(=O)Nc1ccccn1,-11%,77*,-5%,69%[activator],24*,?,?
Cn1cc(/C=C(\C(=O)O)C(C(=O)O)=C2CCCCC2)c2ccccc21,1%,-4,-25%,0%,7,-14%,9%
CCOC(=O)C1(Cc2ccccc2C(F)(F)F)CCN(C2CCCC2)CC1,0%,-7,0%,12%,-3,1%,11%

# Results, from the start:
SMILES,LmPK inh,Shiga inhibitor,Tb PYK inh,AMA1 RON2 block,Cycloheximide cs,Pf growth 48h,Pf growth 96h
COCCNc1ccc(-c2nn(C)c(=O)c3ccccc23)cc1[N+](=O)[O-],-3%,29,5%,-4%,5,1%,9%
CSc1ccc(CNCCN2CCOCC2)cc1,-5%,-11,-7%,-4%,-6,-2%,-19%
O=C(N/N=C/c1ccccc1O)C(=O)Nc1ccccn1,-11%,77*,-5%,69%[activator],24*,?,?
Cn1cc(/C=C(\C(=O)O)C(C(=O)O)=C2CCCCC2)c2ccccc21,1%,-4,-25%,0%,7,-14%,9%
CCOC(=O)C1(Cc2ccccc2C(F)(F)F)CCN(C2CCCC2)CC1,0%,-7,0%,12%,-3,1%,11%
Cc1ccc(C(=O)COC(=O)CCc2ccc(S(=O)(=O)N3CCCCC3)cc2)cc1,-7%,-12,10%,-2%,-2,4%,0%
CC(=N/O)/C(C)=N\NC(=O)c1ccccn1,-3%[11.5 µM],56,-11%,81%[activator],14,?,-7%
COc1cccc(CN2CC(C(=O)NCCN3CCOC3=O)CCC2=O)c1 (centres undefined),-3%,-6,-5%,8%,-1,15%,?
Cc1cccc(C)c1NC(=O)CSc1nnc(NC(=O)CN2CCOCC2)s1,-2%,-10,3%,0%,-2,48%[activator],-1%
CC(C)NC(=O)c1cccc(NC(=O)CC2SC(N3CCCCC3)=NC2=O)c1 (centres undefined),·,·,1%,10%,·,?,-4%
CCOC(=O)c1cnn(-c2ccccc2)c1-n1cccc1C(=O)C(=O)Nc1ccccc1C(F)(F)F,7%,-15,-2%,-14%,0,13µM*,15µM*
CC(CCc1ccccc1)NC(=O)CCC(=O)N1CCC(C(N)=O)CC1 (centres undefined),-5%,-6,-1%,-3%,-3,29%,?
COc1ccc(C)cc1NC(=O)C(c1ccccc1)N1CCN(CC(=O)N2CCCC2)CC1 (centres undefined),·,·,-13%,-4%,·,12µM*,12µM*
O=C(NCCO)C(=O)Nc1cc2c3c(c1)CCC(=O)N3CCC2,-3%,-7,-2%,-2%,-3,29%,70%[activator]
Cc1ccc(-c2nn(Cc3ccccc3)cc2C(=O)O)cc1,-2%,10,0%,1%,7,124%[activator],0%
CCOc1cc(C2NN=C(c3ccc(C)cc3)S2)ccc1O (centres undefined),2%,94*,-15%,25%,30*,109%[activator],56%[activator]
CN(C)c1ccc(/C=N/NC(=O)c2ccc(-n3cnnn3)cc2)cc1,·,·,0%,4%,·,13%,28%
CCOC(=O)C1=C(C)N(C)C(=O)C1CC(=O)O (centres undefined),-2%,-19,-8%,8%,-1,8%,?
O=C(CN1CCC(C(=O)c2ccc3c(c2)OCCO3)CC1)NC1CCCC1,0%,7,-9%,1%,13,?,·
CCCC(C)C(=O)N(Cc1ccccc1)c1ccccn1 (centres undefined),8%,2,-1%,0%,-4,·,?
CC(=O)Nc1cccc(NC(=O)COc2ccc3c(c2)OCO3)c1,-7%,60*,-1%,11%,27*,59%[activator],1%
COc1ccc(-c2nnc(SCCC(=O)O)n2C)cc1OC,-2%,-3,2%,10%,-3,30%,·
O=C(Nc1ccc2c(c1)N(Cc1ccccc1)C(=O)c1ccccc1S2)NC1CC1,10%,5,2%,-11%,-1,6.6µM*,12µM*
COC(CNC(=O)Cn1ncc2ccsc2c1=O)OC,3%,19,-7%,-8%,1,·,-3%
COCCCNC(=O)C(=O)Nc1cc2c3c(c1)CCN3C(=O)CC2,-5%,-2,6%,-9%,-4,15%,14%
O=C(C[n+]1cc(-c2ccc(Cl)c(Cl)c2)n2c1CCC2)N1c2ccccc2Sc2ccccc21,1%,-2,12%,2%,8,2.6µM*,?
COC(=O)c1c(NC(=O)COC(=O)c2ccc(O)cc2)sc2c1CCCCC2,1%,-27,-1%,-9%,-1,?,?
CC1CCN(CCNC(=O)c2ccc(NC(=O)C3CCCO3)cc2)CC1 (centres undefined),4%,-11,5%,-19%,-1,3%,1%
O=C(CSc1nc2ccccc2o1)NC(=O)NCc1ccco1,6%,-2,4%,11%,6,15%,-7%
O=C(COC(=O)c1cc(S(=O)(=O)N2CCCCC2)ccc1N1CCOCC1)c1ccc(Cl)cc1,·,·,3%,4%,·,12µM*,13µM*
Cc1nc(NN)nc(NCc2ccccc2)n1,-6%,-7,2%,102%[activator],-3,?,-16%
COc1ccc(OC)c(C(=O)COC(=O)c2ccccc2O)c1,-1%,110*,·,23%,16*,4%,0%
O=C(CN1CCN(Cc2ccccc2)CC1)N/N=C\C=C/c1ccco1,-7%,-7,4%,43%[activator],0,12%,15%
CC(C)(C)c1ccc(OCCC(=O)OCC(=O)Nc2ccc(N3CCOCC3)cc2)cc1,·,·,0%,0%,·,-4%,56%[activator]
NC(=O)c1nn(CC(=O)Nc2cccc(S(=O)(=O)N3CCCC3)c2)c(=O)c2ccccc12,·,·,-9%,9%,·,?,?
CC(=O)Oc1ccc(C(=O)O)c(OC(C)=O)c1,-6%,-4,-2%,0%,-1,-1%,?
CC[n+]1c(/C=C/c2ccc(OC)c(OC)c2)ccc2ccccc21,1%,116*,-9%,-3%,26*,1µM*,-19%
COCCNC(=O)/C(C#N)=C/c1cccc(NC(=O)c2ccccc2Cl)c1,-1%,12,-2%,-7%[11.6 µM],10,38%[activator],47%[activator]
CC(=O)Nc1ccc2c(c1)C(=O)c1ccccc1C2=O,-5%,84*,-3%,-2%,51*,284%[activator],·
CNC(=O)OC(C)CNS(=O)(=O)c1ccc(C)cc1 (centres undefined),-4%,2,-3%,-1%,-2,11%,12µM*
c1ccc(Cn2nnc3c(N4CCC5(CC4)OCCO5)ncnc32)cc1,4%,41,30%,?,7,-9%,12µM*
COc1ccccc1N(CC(=O)NCCSCc1ccc(C)cc1)S(=O)(=O)c1ccccc1,-12%,-25,1%,-1%,20,?,-14%
Cc1nn(CC(=O)Nc2cccnc2N2CCOCC2)c(=O)c2ccccc12,1%,-5,·,·,-1,0%,-15%
CCOC(=O)CC(=O)CSc1nc(-c2ccccc2)cc(-c2ccccc2)c1C#N,1%,-12,-6%,21%,-3,1%,?
O=C(CCC1CCCCC1)NNC(=O)NC12CC3CC(CC(C3)C1)C2,6%,15,-9%,52%[activator],6,·,45%[activator]
Cc1ccc(C(=O)C=CNNC(=O)c2ccccc2)cc1,-5%,44*,-2%,120%[activator],33*,-2%,?
O=C(CNC(=O)c1cccs1)NCC(=O)OCc1ccccc1Br,2%,-7,3%,-7%,-2,-2%,?
O=C(NCCN1C(=O)S/C(=C\c2ccc(Cl)c(Cl)c2)C1=O)c1cnccn1,-4%,-9,-15%,22%,0,16%,-7%
O=C(NC1CCCCC1)C1CCN(C(=O)NCc2ccccc2)CC1,1%,9,6%,-1%,-2,-13%,·
COc1cccc(CNC(=O)CCCCCNC(=O)N2CCn3c2nc2ccccc23)c1,5%,-4,-6%,3%,12,-10%,?

# (list continues)
SMILES,LmPK inh,Shiga inhibitor,Tb PYK inh,AMA1 RON2 block,Cycloheximide cs,Pf growth 48h,Pf growth 96h
Cn1nccc1NC(=O)c1nccnc1C(=O)O,3%,-4,4%,-1%,2,16%,2%
CC(C)(C)C(=O)COC(=O)c1ccc(O)cc1,-2%,40*,0%,-8%,11,-13%,-17%
CC(C)(C)OC(=O)CNC(=O)c1nc[nH]c1C(=O)NCc1ccccc1,-4%,-4,-3%,115%[activator],0,16%,51%[activator]
CCN(CC)CCSc1nnc2c3ccccc3n(CCc3ccccc3)c2n1,-2%,-5,-7%,-9%,-5,?,?
Cc1nc2ccc(NC(=O)Cc3cccc(F)c3)cc2s1,1%,39*,5%,-8%,36*,30%[activator],87%[activator]
CC(=O)Nc1ccc(C(=O)OCC(=O)N(Cc2ccccc2)C(C)(C)C)cc1,6%,-17,-6%,5%,-3,·,?
Cc1ccc(NC(=O)NCc2c(C)nn(C)c2C)cc1Cl,3%,75*,4%,-17%,26*,225%[activator],?
O=C(CSc1nnc(COc2ccc(F)cc2)o1)N1CCCCC1,0%,-4,0%,2%,-4,25%,-25%
NNC(=O)c1sc(-c2ccccc2)cc1N,3%,50*,2%,34%[activator],19*,?,16%
COc1ccccc1-n1cnnc1SCC(=O)NC1CCCC1,·,·,23%,-4%,·,4%,29%
Cc1cccc(NC(=O)C[n+]2ccccc2)c1,-5%,·,3%,11%,-2,52%[activator],?
CCN(CC)CCN(C(=O)c1ccc(C(=O)c2ccccc2)cc1)c1nc2ccc(OC)cc2s1,4%,12,6%,-1%,8,4%,-26%
Cc1ccc(-c2nc3ccc(Cl)cc3n2OC(=O)N(C)C)cc1,-2%,124*,0%,-7%,36,?,·
CCn1c(SC(C)C)nnc1-c1cc(-c2ccccc2)sc1N,5%,14,-12%,60%[activator],-2,?,?
O=C(c1ccc(=O)[nH]c1)N1CCN(S(=O)(=O)c2ccccc2)CC1,-13%,-5,-4%,16%,-2,4%,7%
CCCCOC(=O)Nc1ccc(C(N)=O)cc1,-7%,76*,-2%,-3%,37*,106%[activator],-2%
COC(=O)c1sc(-c2ccccc2)cc1NC(=O)c1ccc(OC)cc1,5%,11,8%,21%,4,11%,6%
O=C(CSc1nc(-c2ccc(F)cc2)cc(C(F)(F)F)n1)NCCN1CCOCC1,-2%,-5,-4%,13%,-1,20%,·
O=C(Nc1ccc(Cl)cn1)Nc1cccs1,9%,66*,-2%,80%[activator],48*,·,?
COC(=O)C1=C(c2ccc(F)cc2OCc2ccccc2)C[C@@H]2CC[C@H]1N2C(=O)N1CCC(O)CC1,·,·,-5%,-1%,·,12µM*,?
COc1ccc(CCNC(=O)C(NS(=O)(=O)c2cccc3nsnc23)C(C)C)cc1OC (centres undefined),3%,-2,-1%,4%,16,-8%,2%
CCc1nnc(N/N=C/c2ccc(O)c(OC)c2)n1N,11%,·,0%,4%,-2,-35%,-1%
COC(=O)c1nn(-c2ccccc2)c(Sc2ccc(Br)cc2)c1/C=N/O,6%,-16,-5%,1%,-2,-11%,-28%
CC1(C)CCC(=O)N2CC[C@H]3C[C@H](OC(=O)Nc4ccccc4)C[C@@H]1[C@H]32,-5%,39*,1%,19%,36*,130%[activator],50%[activator]
O=C1COc2ccc(C(=O)c3ccccc3C(=O)NCc3ccccc3)cc2N1,4%,-12,2%,4%,-4,?,·
